hgDAF12 agonist: agonists of H. glycines DAF-12 nuclear receptor. HEK293 GAL4-hgDAF12 UAS-luciferase reporter, agonist luminescence; normalized to butyrate control. activation, % at 6.8 µM. 370,000 compounds, 1.8% hits. AID 687014;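 active = activation above a cutoff set at the mean of all screened compounds plus 3 SD, cut at about 10% in these data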;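 also: 0% = DMSO wells and 100% = sodium butyrate wells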
SMARCA2 activ: SMARCA2 function activation, primary screen; 370,000 compounds, 1% hits; MG213 cells, MMTV-luciferase reporter, dexamethasone, overnight; activation, % at 9.1 µM; AID 652017; in the data active = activation above about 7.8%;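 also: 0% = vehicle wells and 100% = reference activator wells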
HGIII-sPLA2 inh: Blocks human group III sPLA2 activity; Q9NZ20; QFRET BODIPY PC-A2 liposome hydrolysis, fluorescence; inhibition, % at 12.2 µM; 370,000 compounds, 0.56% hits; AID 743126;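 active = inhibition above mean plus 3 SD of compounds lying within the high and low control bounds, cut at about 19% in these data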;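 also: 0% = median of test compound wells and 100% = no enzyme DMSO wells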
Target sequence (Q9NZ20 whole entry, looked up): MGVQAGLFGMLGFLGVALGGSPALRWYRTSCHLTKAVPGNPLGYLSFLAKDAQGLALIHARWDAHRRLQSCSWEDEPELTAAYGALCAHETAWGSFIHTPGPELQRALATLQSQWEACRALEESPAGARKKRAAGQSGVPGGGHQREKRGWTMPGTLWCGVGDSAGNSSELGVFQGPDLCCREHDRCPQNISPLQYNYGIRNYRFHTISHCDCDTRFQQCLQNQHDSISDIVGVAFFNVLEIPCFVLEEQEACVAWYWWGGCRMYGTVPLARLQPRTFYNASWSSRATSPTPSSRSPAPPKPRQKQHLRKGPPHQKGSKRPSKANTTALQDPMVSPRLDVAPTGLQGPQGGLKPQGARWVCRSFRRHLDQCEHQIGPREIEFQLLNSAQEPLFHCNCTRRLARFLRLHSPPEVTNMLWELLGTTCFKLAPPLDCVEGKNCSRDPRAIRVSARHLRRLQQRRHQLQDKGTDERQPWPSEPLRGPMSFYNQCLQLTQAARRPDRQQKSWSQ
GC-B act: GC-B (human) receptor activation; 370,000 compounds, 0.11% hits; P20594; activation, % at 10 µM; AID 1920062; HEK293-GC-B cells, CNP EC30, cGMP TR-FRET; 0% at EC30 CNP, 100% saturating CNP;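 active = activation at 10 µM reaching about 35% in either raw or pattern-adjusted values, limit read from the data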
DAX1 inh-1: inhibitors of human orphan nuclear receptor DAX1 (NR0B1); P51843; inhibition, % at 6.75 µM; HEK293 Gal4-DAX1 luciferase reporter, luminescence; 340,000 compounds, 0.99% hits; AID 504766;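 active = inhibition above the mean over all tested compounds plus 3 SD, cut at about 4.2% in these data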;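 also: 0% = DAX1-transfected cells with DMSO and 100% = empty-vector control cells with DMSO; inhibition shows as a rise in luminescence from relieved DAX1 repression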
Target sequence (P51843 207-470 limits assumed): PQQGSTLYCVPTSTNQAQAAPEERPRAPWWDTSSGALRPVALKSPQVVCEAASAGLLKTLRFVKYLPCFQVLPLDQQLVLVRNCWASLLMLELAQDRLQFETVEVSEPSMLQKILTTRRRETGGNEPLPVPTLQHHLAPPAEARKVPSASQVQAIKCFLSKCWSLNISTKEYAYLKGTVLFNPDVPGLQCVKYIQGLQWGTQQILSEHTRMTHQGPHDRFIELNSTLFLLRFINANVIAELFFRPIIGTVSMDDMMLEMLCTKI
DAX1 inh-2: inhibitors of DAX1 repression of SF-1 activated StAR promoter. inhibition, % at 6.8 µM. HEK293T StAR-luciferase reporter, SF-1/DAX-1 repression relief. 370,000 compounds, 1.1% hits. AID 652010;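 active = inhibition above the mean over all tested compounds plus 3 SD, cut at about 3.6% in these data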;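 also: 0% = DAX-1 cells with DMSO and 100% = cells lacking DAX-1 with DMSO; higher inhibition means more luminescence from relief of DAX-1 repression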
NPR1 activator: GC-A (human) enzyme activation; activation, % at 10 µM; AID 1671463; P16066; HEK293 GC-A cells, cGMP TR-FRET, EC30 ANP; 0% at EC30 ANP, 100% saturating ANP; 370,000 compounds, 0.14% hits; in the data active = activation above about 40%
ssDAF-12 act: activates DAF-12 receptor from parasite S. stercoralis | activation, % at 6.8 µM | HEK293 ssDAF-12/GRIP1 lit1-tk-luc reporter, luminescence; % of 3 µM dafachronic acid response | 370,000 compounds, 1% hits | AID 652126;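 active = activation above the mean over all tested compounds plus 3 SD, cut at about 0.9% in these data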;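 also: 0% = DMSO-only wells and 100% = 3 µM delta7-dafachronic acid wells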
ADAM10 inh: ADAM10 inhibition, QFRET primary screen; recombinant ADAM10, EDANS/DABCYL FRET peptide cleavage, 3 h; inhibition, % at 7 µM; 370,000 compounds, 0.62% hits; O14672; AID 720582;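 active = inhibition above a per-campaign cutoff equal to the mean of compounds falling between control-based bounds plus 3 SD, cut at about 20% in these data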;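 also: 0% = DMSO wells while the 100% control is not disclosed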
hcDAF-12 act: activators of H. contortus DAF-12 nuclear receptor. activation, % at 6.8 µM. 370,000 compounds, 1.4% hits. HEK293 hcDAF-12 lit1-tk-luc reporter, luminescence; 0% DMSO, 100% Δ7-dafachronic acid;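 active = activation above the mean of all tested compounds plus 3 SD, cut at about 5.5% in these data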;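 also: 100% = response to 3 µM Δ7-dafachronic acid high control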
FXN GAA850 act: frataxin GAA850 promoter activation | HEK293 lucGAA850 FXN promoter luciferase reporter, 24 h; percent of 10 µM SAHA response | activation, % at 6 µM | 360,000 compounds, 0.56% hits;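 active = activation above the average of all compounds screened plus 3 SD, cutoff fixed separately per campaign, cut at about 7.5% in these data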;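 also: 0% = DMSO wells and 100% = 10 µM SAHA wells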
* marks the source's active call; other numbers are inactive results; i = inactive; . = no result given; & = joins results of further samples.

structure,hgDAF12 agonist,SMARCA2 activ,HGIII-sPLA2 inh,GC-B act,DAX1 inh-1,DAX1 inh-2,NPR1 activator,ssDAF-12 act,ADAM10 inh,hcDAF-12 act,FXN GAA850 act
CCOC(=O)c1nn(-c2ccc3c(c2)OCCO3)cc1O,13*,11*,5,-5,-0.2,8.0*,-1,-0.6,-120,3.0,2.9
CC(C)(C)c1ccc(OCCNC(=O)Cc2ccc(F)cc2)cc1,-0.6,-5,-7,2,-1.0,-0.2,-1,-1.4,6,-1.2,1.7
COCCn1c(C)cc(C(=O)CSc2ccc3ccccc3n2)c1C,-1.1,4,-10,0,-0.8,0.2,-5,0.2,-12,0.8,0.2
CCCCN(CCCC)CP(=O)(c1ccccc1)c1ccccc1,2.1,-1,-3,-20,-0.5,-0.6,-12,-1.5,13,-1.3,-1.1
COc1ccc2cc(OCC(=O)NNC(=O)Nc3ccc(OC)c(OC)c3)ccc2c1,0.4,-3,-25,-3,-0.1,0.7,-3,-0.9,-15,-0.8,-1.0
Clc1cccc(CNc2ccn3nc(-c4cccc(OCc5ccccc5)c4)cc3n2)c1,-3.0,-3,-21,-3,.,-1.7,-6,-0.2,-105,-0.8,-1.7
Cc1ccccc1-c1nnc(CS(=O)(=O)c2ccccc2)o1,12*,4,-50,-2,1.4,3.0,0,1.5*,4,6.8*,1.8
O=C(NCc1ccccn1)c1ccc(CNS(=O)(=O)c2cccc(Cl)c2)cc1,0.4,0,-12,-2,0.1,0.3,3,-0.9,14,-2.6,1.1
Cn1c(C(=O)NCCCN2CCc3ccccc3C2)cc2c(=O)n(C)c3ccccc3c21,0.3,3,-3,-9,-3.8,-0.4,-1,-1.5,-28,1.9,-1.3
COc1ccc2nc3n(c(=O)c2c1)-c1ncccc1C(=O)NC3CC(C)C (stereo not given),-0.7,-1,1,-2,1.8,-0.3,-4,0.0,-10,1.1,-0.3
CC(=O)N1CCC(C(=O)Nc2nc(-c3ccccc3)ns2)CC1,1.7,-1,-2,-6,-1.0,-0.9,3,-0.1,3,0.1,-2.1
COC(=O)N1[C@H](Cc2ccccc2)C=C[C@]1(C)C(=O)O,1.1,2,4,-1,1.2,-0.1,-2,-0.9,-3,0.5,0.5
COc1cccc2sc(N(CCCN(C)C)C(=O)C(c3ccccc3)c3ccccc3)nc12,-2.2,-4,-19,-14,1.2,1.5,-22,-0.9,3,-0.9,-16
CC1CCCC(C)N1CC(O)COc1ccc(Cl)cc1 (stereo not given),1.0,0,8,-3,1.5,-0.3,-1,-1.4,1,0.5,-1.7
COc1ccccc1CNc1ccc(CNc2ncn[nH]2)cc1,1.4,-6,11,-1,2.0,0.2,-5,-1.4,-4,-1.3,-1.1
NC(=O)NOCc1ncc(C(F)(F)F)cc1Cl,1.1,1,4,11,0.0,-0.1,10,-1.0,-7,-0.6,1.3
CS(=O)(=O)N(CC(=O)N1CCN(c2ccc(F)cc2)CC1)C1CCCCC1,-1.2,0,6,3,-0.1,1.0,3,-0.5,2,-0.8,0.3
CC(C)(C)NS(=O)(=O)c1ccc(OCC(=O)Nc2ccc3c(c2)OCCO3)cc1,-4.1,-7,-10,-2,-0.8,-1.4,0,-1.5,2,-2.4,-2.3
CN(C)S(=O)(=O)c1cccc2nsnc12,1.5,-2,3,10,-0.5,0.1,5,-0.4,5,2.8,-1.1
Cn1c(Cn2c(=O)sc3ccccc32)nnc1SCC(=O)N1CCCC1,-1.6,-2,13,0,1.1,-0.1,-1,-1.4,-17,2.8,-0.4
COc1cc(-c2noc(C)c2C(=O)NCCc2c[nH]c3ccccc23)cc(OC)c1OC,-0.8,0,-47,-12,-0.6,-0.5,-16,0.2,-3,4.3,-1.1
O=C(NC1CCCCC1)C(=S)NCc1ccccc1,6.2,1,-7,-3,0.2,0.8,2,0.2,5,2.2,2.8
CCN(CC)S(=O)(=O)c1ccc(C(=O)OCC(=O)NCCN2C(=O)CSC2=O)cc1,-2.1,-3,-2,1,-0.4,0.5,4,-0.9,-13,-0.4,-2.2
CCOC(=O)C1CCN(C(=O)c2ccco2)CC1,2.0,0,-1,2,0.3,-0.2,1,-1.0,0,-1.8,2.7
COC(=O)c1ccc(CSc2nc3ccc(S(=O)(=O)N4CCOCC4)cc3[nH]2)cc1,-2.5,-3,-26,0,-0.8,0.1,1,-1.2,4,-3.5,1.7
CCOc1ccc(NC(=O)CN(C)C(=O)c2n[nH]c(=O)c3ccccc23)cc1OCC,1.6,0,6,2,2.3,1.5,2,-0.7,1,0.3,0.2
CS(=O)(=O)N1N=C(c2ccco2)CC1c1ccc(Cl)cc1 (stereo not given),-0.6,1,-6,2,0.6,0.5,3,-1.2,0,-1.1,4.0
CCN(CC)C(=O)CN1C(=O)C2CCCCN2C(=O)c2ccccc21 (stereo not given),2.8,-5,15,-3,.,0.1,-1,-1.3,-21,-2.6,.
CC1CCN(Cc2cc(=O)oc3cc4c(cc23)CCCC4)CC1,1.8,3,2,14,1.3,-0.3,8,-1.4,10,-1.3,-0.6
O=C(c1cccc(S(=O)(=O)N2CCCC2)c1)N1CCCC(C(F)(F)F)C1 (stereo not given),1.2,-2,-6,0,0.6,-0.4,4,-1.7,-7,-0.6,1.1
CC(C)C(=O)Nc1ccc2c(c1)C(=O)N(CCC(=O)O)C2=O,-0.5,-2,13,4,2.2,0.1,4,-0.3,i,1.9,3.4
COC(=O)c1ccc(Oc2ccc(C(C)(C)C)cc2)c([N+](=O)[O-])c1,0.2,1,1,1,0.5,-0.1,-3,-1.0,4,-1.2,-0.4
NS(=O)(=O)c1ccc(NC(=S)NC(=O)c2cccc(Br)c2)cc1,2.8,-2,0,-1,0.9,0.1,-3,-1.6,7,-1.2,2.0
N#Cc1ccccc1OCC(=O)OCC(=O)NCc1ccc2c(c1)OCO2,-1.0,1,3,-11,1.2,1.5,-20,-1.2,-16,-1.0,1.0
CC(=O)CC(c1ccccc1)c1c(O)c2ccccc2oc1=O (stereo not given),0.4&0.4&0.8,4&-3&-7,-2&3&6,4&1&10,1.3&0.3&-0.3,-0.5&-0.4&-0.2,2&-2&2,-0.6&-1.5&-1.2,-4&-10&-4,-1.0&-0.5&-2.7,1.6&2.7&0.8
O=C(CSc1ncc(-c2ccccc2)n1CC1CCCO1)N1CCCCC1 (stereo not given),-0.4,-3,-1,-4,0.7,-0.4,-5,-0.6,-4,-0.5,-1.6
Cc1ccc(C(=O)OCC(=O)NCc2ccc3c(c2)OCO3)cc1S(=O)(=O)N1CCOCC1,-1.2,4,-8,2,-0.4,-1.9,2,-1.8,6,-0.2,0.7
Cc1c[nH]c2cccc(-c3ccccc3)c12,1.2,-4,6,4,.,-0.2,-1,-1.4,-29,0.1,.
CN(CC(=O)Nc1ccccc1C(F)(F)F)C(=O)Cn1c(=O)oc2ccccc21,-0.6,-2,10,-4,0.5,0.3,-2,-0.6,-3,2.9,1.3
Cc1nn(CC(=O)N2CCc3ccccc3C2)c(C)c1Cl,0.8,1,1,-1,-0.2,-1.1,1,-1.0,-7,-2.2,-2.6
CCCCCCc1cc2cc(S(=O)(=O)c3ccc(F)c(Cl)c3)c(=O)oc2cc1O,1.6,-2,0,11,0.9,0.3,8,-0.4,-112,0.3,0.5
O=C(CNC(=O)c1ccc(Br)o1)Nc1cccc(S(=O)(=O)N2CCOCC2)c1,0.2,-2,2,0,-1.0,-0.5,-2,0.3,-10,0.2,0.4
O=C(Cc1ccc2c(c1)OCCO2)N1CCN(S(=O)(=O)c2cccc(C(F)(F)F)c2)CC1,-2.7,2,11,0,0.7,-0.5,0,-1.3,4,-0.2,-0.3
Cc1ccc2c(c1)NCC(C(=O)NCc1ccccc1)O2 (stereo not given),4.3,-4,-4,3,0.5,0.1,-3,0.6,-2,3.6,0.8
Cc1cc(NN)nc(NS(=O)(=O)c2ccc(Cl)cc2)n1,1.6,0,-7,0,-0.7,-0.4,0,-0.9,1,-1.7,1.2
COc1cc(Cl)c(S(=O)(=O)N2CCOCC2)cc1Cl,-0.1,-3,9,-3,-0.3,0.0,-2,-1.2,-11,0.5,1.8
O=C(NC1CCCc2c1cnn2-c1ccccc1F)c1ccccc1N1CCOCC1 (stereo not given),0.0,-2,4,1,0.2,-0.9,-2,-0.9,-7,-2.6,0.2
Cc1nnn(-c2nonc2N)c1C(=O)N/N=C/c1cccc2ccccc12,-1.8,0,3,-5,1.3,-0.5,-5,-1.9,-10,-0.1,0.7
C=CCn1c2ccccc2c2nnc(SC(CC)C(=O)Nc3sc4c(c3C#N)CCCC4)nc21 (stereo not given),1.7,-2,-1,0,-0.2,-0.6,1,-1.1,-8,-0.6,1.4
COc1ccc(C2=Nn3c(nnc3-c3ccc(OC)cc3)SC2)cc1,-9.1,6,-36,0,-1.4,-0.4,2,-1.2,-3,-3.2,6.1
COc1cccc(Cl)c1NC(=O)N1CCc2c([nH]c3ccccc23)C1C(F)(F)F (stereo not given),-1.3,-5,3,-4,0.3,-0.1,0,-1.7,-4,0.6,1.8
CC(=O)c1cccc(CN2CCC(C(=O)Nc3ccc(-c4cccc(C)c4)cc3)CC2)c1,-0.2,-1,-24,-3,-1.1,-1.2,-8,-1.9,13,-3.9,-0.6
